PP5 inh = PP5 (human) phosphatase inhibition; P53041; purified PP5c, OMFP substrate fluorescence; inhibition, % at 6.7 µM; hit rate 0.18% among 320,000;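 active = inhibition above the campaign's mean inhibition across all tested compounds plus 3 SD, cut at about 9.5% in these data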;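 also: 0% = DMSO only and 100% = 100 µM cantharidin control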
Target sequence (P53041 whole entry, looked up): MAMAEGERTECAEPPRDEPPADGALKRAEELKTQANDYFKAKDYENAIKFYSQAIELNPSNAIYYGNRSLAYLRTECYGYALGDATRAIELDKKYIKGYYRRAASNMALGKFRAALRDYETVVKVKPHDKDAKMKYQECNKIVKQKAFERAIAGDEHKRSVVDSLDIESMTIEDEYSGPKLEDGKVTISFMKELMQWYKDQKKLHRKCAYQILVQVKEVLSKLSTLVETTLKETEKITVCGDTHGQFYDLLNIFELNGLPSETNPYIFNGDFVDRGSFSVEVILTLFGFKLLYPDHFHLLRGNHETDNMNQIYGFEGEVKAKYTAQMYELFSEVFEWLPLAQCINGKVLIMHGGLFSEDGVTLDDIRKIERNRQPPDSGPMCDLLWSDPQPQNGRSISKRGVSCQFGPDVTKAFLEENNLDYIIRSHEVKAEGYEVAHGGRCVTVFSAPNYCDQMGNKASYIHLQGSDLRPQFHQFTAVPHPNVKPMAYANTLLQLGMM
TPT1 inh = inhibitors of Candida albicans tRNA 2'-phosphotransferase TPT1; recombinant caTPT1, FP RNA substrate dephosphorylation; inhibition, % at 5 µM; hit rate 0.81% among 300,000;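 active = inhibition above the mean of all tested compounds plus 3 SD, set per screening campaign, cut at about 24% in these data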;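 also: plate controls were DMSO alone for no effect and ferristatin control at 100 nM for full effect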
AHR act = activators of human aryl hydrocarbon receptor; P35869; AHR-responsive luciferase reporter cells, luminescence; activation, % at 5 µM; hit rate 2.5% among 320,000; AID 2796; in the data active = activation above about 47%;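 also: 0% = vehicle wells and 100% = reference agonist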
procasp7 counter = counter-screen: procaspase-7 (human) activation; activation, % at 8.5 µM; hit rate 0.093% among 330,000; recombinant procaspase-7, Ac-DEVD-pNA absorbance 405 nm; D23A/D198A/D206A triple mutant, cannot self-cleave; scale: DMSO 0, 5 µM enzyme 100; P55210; AID 463210;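 active = percent activation above the screen-wide mean plus 3 SD, cut at about 25% in these data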
Target sequence (P55210 whole entry D23A/D198A/D206A): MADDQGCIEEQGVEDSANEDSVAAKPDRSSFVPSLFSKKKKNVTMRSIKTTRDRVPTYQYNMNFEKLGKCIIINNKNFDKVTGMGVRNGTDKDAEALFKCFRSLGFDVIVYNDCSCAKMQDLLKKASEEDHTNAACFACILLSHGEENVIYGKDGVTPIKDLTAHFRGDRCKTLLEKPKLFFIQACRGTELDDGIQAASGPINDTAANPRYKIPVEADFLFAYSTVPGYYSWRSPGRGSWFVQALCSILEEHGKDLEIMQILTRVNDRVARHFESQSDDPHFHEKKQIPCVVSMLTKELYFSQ
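Replicates: singlicate. Assay system: Procaspase-7 triple mutant (PC-7 D3A). Signal: 405 nm absorbance of p-nitroaniline. Times: 1 h preincubation, 2 h reaction. Buffer or medium: Zinc-free HEPES pH 7.4 with 300 mM NaCl, 0.01% Triton X-100. Also added: DEVD-pNA substrate. Benchmarks: DMSO wells as 0%, DMSO with 5 µM added PC-7 as 100%.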
PP1 inh = PP1-alpha (human) inhibition in PP5 counter-screen | purified PP1alpha, OMFP fluorescence | P62136 | hit rate 0.9% among 320,000 | inhibition, % at 6.7 µM;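 active = inhibition above the mean inhibition of all tested compounds plus 3 SD, computed separately for each screening campaign, cut at about 15% in these data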
Fh CTSL1 inh = counter-screen for PFM18AAP inhibitors: inhibitors of F. hepatica cathepsin L1; AID 1906; recombinant F. hepatica cathepsin L1, Z-Leu-Arg-MCA fluorescence; hit rate 0.49% among 300,000; inhibition, % at 5.96 µM;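 active = inhibition above the mean of all tested compounds plus 3 SD, set per screening campaign, cut at about 17% in these data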;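 also: 0% = plate median of test compound wells and 100% = 1 µM Z-Phe-Ala-diazomethylketone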
proCasp3 act = procaspase-3 (human) activation; P42574; recombinant procaspase-3 D3A, Ac-DEVD-pNA absorbance 405 nm; activation, % at 8.5 µM; hit rate 0.11% among 330,000;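 active = activation above the mean of all tested compounds plus 3 SD, cut at about 21% in these data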;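 also: 0% = DMSO alone and 100% = DMSO wells spiked with extra 5 µM PC-3 D3A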
Target sequence (P42574 whole entry D9A/D28A/D175A): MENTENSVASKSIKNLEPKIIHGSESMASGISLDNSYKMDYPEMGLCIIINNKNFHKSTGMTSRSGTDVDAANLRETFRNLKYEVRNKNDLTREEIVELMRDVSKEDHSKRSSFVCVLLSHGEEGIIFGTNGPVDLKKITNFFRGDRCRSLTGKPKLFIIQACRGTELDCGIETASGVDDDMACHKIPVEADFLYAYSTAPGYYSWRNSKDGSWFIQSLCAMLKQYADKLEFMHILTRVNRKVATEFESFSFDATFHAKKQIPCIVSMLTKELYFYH
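Assay system – Procaspase-3 D3A mutant · Benchmarks – DMSO low control, extra-enzyme high control · Technique – 405 nm absorbance of p-nitroaniline, reads at 0 and 120 min · Doses – 8.5 µM nominal · Measure – % activation between DMSO and enzyme-spiked controls · Also added – Ac-DEVD-pNA chromogenic peptide substrate · Schedule – 1 h compound preincubation, 2 h substrate hydrolysis at 25 °C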
PAFAH2 FP inh = PAFAH2 (human) inhibition. hit rate 0.99% among 340,000. recombinant PAFAH2, FP-rhodamine activity probe, fluorescence polarization. inhibition, % at 3.39 µM. Q99487;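 active = inhibition above the mean over all tested compounds plus 3 SD, cut at about 30% in these data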;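 also: inhibitors block probe labeling of enzyme so polarization drops; 0% = enzyme with DMSO and 100% = wells lacking PAFAH2 protein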
core dimer inh = HCV core protein dimerization inhibition. TR-FRET GST/Flag-core106 dimerization, 1536-well. inhibition, % at 5 µM. AID 1899. hit rate 0.33% among 300,000;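 active = inhibition above the mean of all tested compounds plus 3 SD, set per screening campaign, cut at about 45% in these data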
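System: GST/Flag-tagged HCV core106 proteins. Incubation: compound-protein-antibody incubation 4 h at 22.5 °C. Technique: HTRF with 340 nm excitation, 617/671 nm emission. Medium: KF-containing HEPES buffer, pH 7.45, DTT, CHAPS, BSA. Read-out: inhibition (%) from 671 over 617 nm ratio. Also added: Eu(K)-anti-GST 90 ng/mL plus XL665-anti-Flag 1 µg/mL.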
* hit, by the source's call.

`Cc1c(C(c2ccc(F)cc2)c2c(C)n(C)n(-c3ccccc3)c2=O)c(=O)n(-c2ccccc2)n1C` gave PP5 inh -0.9, TPT1 inh -2.5, AHR act 1.4, procasp7 counter -7.3, PP1 inh -1.3, Fh CTSL1 inh -0.5, proCasp3 act -3.0, PAFAH2 FP inh -2.0 and core dimer inh -1.4.
Screening CCN(CC)S(=O)(=O)c1cccc(C(=O)N[C@H](C(=O)NCc2ccc(Cl)cc2)C(C)C)c1 returned PP5 inh -1.1, TPT1 inh 0.7, AHR act 4.7, procasp7 counter 3.0, PP1 inh 1.6, Fh CTSL1 inh 10.8, proCasp3 act 8.8, PAFAH2 FP inh 3.0 and core dimer inh 2.6.
`COc1ccc(CCNC(=O)C(=O)NCC2OCCN2S(=O)(=O)c2ccc(C)cc2)cc1` (configuration not stated) gave PP5 inh 1.5, TPT1 inh 1.5, AHR act 0.1, procasp7 counter 4.0, PP1 inh -5.7, Fh CTSL1 inh 0.3, proCasp3 act -5.7, PAFAH2 FP inh 3.1 and core dimer inh 9.0.
CCc1ccccc1N(C)S(=O)(=O)c1ccc2[nH]cc(C(=O)N3CCc4ccccc43)c(=O)c2c1 was read as PP5 inh 6.5, TPT1 inh -1.2, AHR act 14.0, procasp7 counter -3.3, PP1 inh 13.9, Fh CTSL1 inh 0.4, proCasp3 act -0.2, PAFAH2 FP inh -11.6 and core dimer inh 18.9.
Screening O=C(OCC(=O)N1CCCc2ccccc21)c1ccc(S(=O)(=O)C(F)F)cc1 returned PP5 inh -0.8, TPT1 inh 4.5, AHR act 3.1, procasp7 counter 11.0, PP1 inh 0.2, Fh CTSL1 inh -2.1, proCasp3 act -3.9, PAFAH2 FP inh 2.5 and core dimer inh -1.3.
Screening COc1ccccc1C1/C(=C(\O)c2ccc3c(c2)OCCO3)C(=O)C(=O)N1Cc1cccnc1 (configuration not stated) returned PP5 inh -1.1, TPT1 inh 1.0, AHR act -0.4, procasp7 counter -23.3, PP1 inh 2.5, Fh CTSL1 inh 0.8, proCasp3 act 4.5, PAFAH2 FP inh 3.8 and core dimer inh 2.1.
For Cc1ccc(CNc2ncccc2-c2nc3cc(Cl)ccc3o2)cc1 the results were PP5 inh -0.3, TPT1 inh -2.2, AHR act 8.9, procasp7 counter -5.2, PP1 inh 0.7, Fh CTSL1 inh 1.0, proCasp3 act 5.0, PAFAH2 FP inh 5.3 and core dimer inh -3.5.
O=C(CNC(=O)c1ccccc1)NCCO was read as PP5 inh -0.8, TPT1 inh -2.7, AHR act -1.2, procasp7 counter 1.0, PP1 inh -2.4, Fh CTSL1 inh 0.1, proCasp3 act -1.1, PAFAH2 FP inh 2.3 and core dimer inh -0.1.
`O=S(=O)(c1ccc(Cl)c(S(=O)(=O)N2CCCC2)c1)N1CCCC1` gave PP5 inh -1.7, TPT1 inh 0.1, AHR act -0.6, procasp7 counter 0.5, PP1 inh -5.5, Fh CTSL1 inh 1.7, proCasp3 act 6.0, PAFAH2 FP inh -6.1 and core dimer inh 3.3.
Screening O=Nc1c2ccc[nH]c-2c2ccc([N+](=O)[O-])cc12 returned PP5 inh -0.3, TPT1 inh -3.4, AHR act 2.7, procasp7 counter -4.4, PP1 inh 0.1, Fh CTSL1 inh 3.5, proCasp3 act 3.2, PAFAH2 FP inh -10.1 and core dimer inh 14.2.
Nn1cc(-c2ccccc2)nc1SCC(=O)NCC(F)(F)F was read as PP5 inh -3.6, TPT1 inh -2.0, AHR act 3.6, procasp7 counter 7.2, PP1 inh -3.5, Fh CTSL1 inh -5.1, proCasp3 act -4.6, PAFAH2 FP inh -0.2 and core dimer inh 0.7.
S=c1[nH]nc(-c2ccncc2)n1/N=C/C=C/c1ccccc1 was read as PP5 inh -0.9, TPT1 inh 1.5, AHR act 5.2, procasp7 counter -16.8, PP1 inh -1.9, Fh CTSL1 inh 2.1, proCasp3 act -14.4, PAFAH2 FP inh 9.6 and core dimer inh -0.1.
`CN(C(=O)CSc1nc2ccccc2[nH]1)C1CCS(=O)(=O)C1` (configuration not stated) gave PP5 inh 0.3, AHR act -0.8, procasp7 counter 14.6, PP1 inh -1.5, proCasp3 act -1.0 and PAFAH2 FP inh 4.5.
Screening Cc1ccnc(NS(=O)(=O)c2ccc(N3C(=O)Nc4ccccc4N3O)cc2)c1 returned PP5 inh -0.6, TPT1 inh -4.7, AHR act 1.8, procasp7 counter 10.4, PP1 inh -2.3, Fh CTSL1 inh -3.5, proCasp3 act -1.3, PAFAH2 FP inh 1.4 and core dimer inh 3.5.
Screening CCOc1ccc(NC(=O)CSc2ccccc2N)cc1 returned PP5 inh -1.3, TPT1 inh -0.7, AHR act 4.5, procasp7 counter 7.0, PP1 inh -3.3, Fh CTSL1 inh 0.3, proCasp3 act -4.7, PAFAH2 FP inh -6.7 and core dimer inh -3.8.
Cc1ccc(/C=C2\CCCC3=C2NC(=S)NC3c2ccc(C)cc2)cc1 (configuration not stated) was read as PP5 inh 1.7, TPT1 inh -2.6, AHR act -0.6, procasp7 counter -29.6, PP1 inh 5.5, Fh CTSL1 inh 6.7, proCasp3 act -17.0, PAFAH2 FP inh 8.2 and core dimer inh 13.9.
For CCOC(=O)c1cnc2c(C)cccc2c1Nc1cccc(C(=O)O)c1 the results were PP5 inh -1.3, TPT1 inh 9.7, AHR act 0.9, procasp7 counter 3.2, PP1 inh -2.8, Fh CTSL1 inh -0.3, proCasp3 act 4.0, PAFAH2 FP inh 1.1 and core dimer inh 4.0.
COc1ccccc1C(=O)NC(=S)N1CCCc2ccccc21 was read as PP5 inh -0.5, TPT1 inh -1.9, AHR act 24.5, procasp7 counter -17.6, PP1 inh -4.1, Fh CTSL1 inh -1.3, proCasp3 act 1.5, PAFAH2 FP inh 4.1 and core dimer inh 2.8.
`CCN1CCN(S(=O)(=O)c2ccc(-c3cc(C)no3)s2)CC1` gave PP5 inh 1.8, TPT1 inh -3.5, AHR act 0.9, procasp7 counter -2.4, PP1 inh -4.2, Fh CTSL1 inh 0.8, proCasp3 act 6.7, PAFAH2 FP inh 13.1 and core dimer inh -5.9.
For c1ccc(C2=Nn3c(nnc3-c3cccs3)SC2)cc1 the results were PP5 inh 0.3, TPT1 inh 0.2, AHR act 25.9, procasp7 counter 3.9, PP1 inh -5.4, Fh CTSL1 inh 0.0, proCasp3 act -1.1, PAFAH2 FP inh 1.4 and core dimer inh 3.8.
`C/C(=N\Nc1ccc(Cl)cc1)c1c(O)cc(C)oc1=O` gave PP5 inh 0.5, TPT1 inh -1.2, AHR act 32.8, procasp7 counter -6.6, PP1 inh 3.2, Fh CTSL1 inh -1.5, proCasp3 act -1.8 and core dimer inh -7.0.
O=C(Nc1c(F)c(F)c(F)c(F)c1F)NC1CCCCC1 was read as PP5 inh 2.3, TPT1 inh -5.7, AHR act -0.1, procasp7 counter -5.9, PP1 inh -1.2, Fh CTSL1 inh -0.4, proCasp3 act 1.7, PAFAH2 FP inh -2.9 and core dimer inh 3.2.
C[C@H](NC(=O)c1nc[nH]c1C(=O)N[C@@H](C)C(=O)OCc1ccccc1)C(=O)OCc1ccccc1 was read as PP5 inh -0.6, TPT1 inh 0.3, AHR act 1.2, procasp7 counter -9.2, PP1 inh 6.7, Fh CTSL1 inh 0.9, proCasp3 act 4.6, PAFAH2 FP inh -2.5 and core dimer inh 10.2.
For Cc1nn(-c2ccccc2)nc1C(=O)Nc1nnc(C(F)(F)F)s1 the results were PP5 inh 1.4, TPT1 inh 2.2, AHR act 5.0, procasp7 counter 3.2, PP1 inh 1.3, Fh CTSL1 inh 4.7, proCasp3 act -4.4, PAFAH2 FP inh -1.0 and core dimer inh 4.1.
`Cc1ccc(C(c2sc3nc(C)nn3c2O)N2CC(C)OC(C)C2)cc1` (configuration not stated) gave PP5 inh 2.5, TPT1 inh 1.6, AHR act 2.2, procasp7 counter -3.0, PP1 inh 0.0, Fh CTSL1 inh -5.1, proCasp3 act -1.0, PAFAH2 FP inh -1.0 and core dimer inh -5.1.
`COc1ccc(OC)c(NC(=O)Cn2cc(C(=O)c3ccco3)c3ccccc32)c1` gave PP5 inh 3.2, TPT1 inh -1.0, AHR act 5.4, procasp7 counter 4.3, PP1 inh 2.3, Fh CTSL1 inh 1.0, proCasp3 act -4.0, PAFAH2 FP inh 0.5 and core dimer inh 14.8.
Screening O=C(NN=C1CCCCCC1)C(=O)Nc1cccc(Br)c1 returned PP5 inh -0.1, TPT1 inh -3.7, AHR act -4.5, procasp7 counter -3.8, PP1 inh -1.6, Fh CTSL1 inh -3.9, proCasp3 act 4.5, PAFAH2 FP inh 3.4 and core dimer inh 2.3.
Screening O=C(NCc1ccncc1)c1cccc(S(=O)(=O)Nc2ccc(SC(F)F)cc2)c1 returned PP5 inh 2.4, TPT1 inh -0.2, AHR act -0.2, procasp7 counter 1.9, PP1 inh -5.8, Fh CTSL1 inh 0.5, proCasp3 act -1.6, PAFAH2 FP inh 6.4 and core dimer inh -0.4.
For CC1CCN(C(=O)c2ccc3ccccc3c2)CC1 the results were PP5 inh 0.3, TPT1 inh -7.2, AHR act -1.0, procasp7 counter 4.9, PP1 inh 0.4, Fh CTSL1 inh 2.7, proCasp3 act -3.1, PAFAH2 FP inh -2.8 and core dimer inh 5.7.
`CN(C)C(CNC(=O)c1cccc(S(=O)(=O)Nc2ccc(Br)cc2)c1)c1ccco1` (configuration not stated) gave PP5 inh 1.0, TPT1 inh 1.9, AHR act -0.6, procasp7 counter 3.4, PP1 inh 2.2, Fh CTSL1 inh -0.6, proCasp3 act -0.2, PAFAH2 FP inh 1.8 and core dimer inh -0.1.
Cc1cc(C)cc(N(CC(=O)N2CCN(Cc3ccccc3)CC2)S(=O)(=O)c2c(C)noc2C)c1 was read as PP5 inh -1.4, TPT1 inh 1.1, AHR act -2.4, procasp7 counter 3.8, PP1 inh -0.5, Fh CTSL1 inh 4.6, proCasp3 act -4.5, PAFAH2 FP inh 7.2 and core dimer inh -0.9.
COc1ccc2c(c1)OC13CCCCC1C2C(C(=O)c1ccccc1)C(=O)N3 (configuration not stated) was read as PP5 inh -8.0, TPT1 inh -4.8, AHR act -0.7, procasp7 counter -1.6, PP1 inh -0.2, Fh CTSL1 inh 6.0, proCasp3 act -3.3, PAFAH2 FP inh -4.1 and core dimer inh -26.6.
Screening CCCN(CC(=O)Nc1ccccc1C)C(=O)/C=C/c1ccc(OCC)c(OC)c1 returned PP5 inh 0.6, AHR act 4.2, procasp7 counter 2.0, PP1 inh -1.5, proCasp3 act 0.8 and PAFAH2 FP inh -8.7.

Pulled one by one from the entries so far, 2 records:
`CN(C)C(CNC(=O)c1cccc(S(=O)(=O)Nc2ccc(Br)cc2)c1)c1ccco1` (configuration not stated) gave PP5 inh 1.0, TPT1 inh 1.9, AHR act -0.6, procasp7 counter 3.4, PP1 inh 2.2, Fh CTSL1 inh -0.6, proCasp3 act -0.2, PAFAH2 FP inh 1.8 and core dimer inh -0.1.
`C/C(=N\Nc1ccc(Cl)cc1)c1c(O)cc(C)oc1=O` gave PP5 inh 0.5, TPT1 inh -1.2, AHR act 32.8, procasp7 counter -6.6, PP1 inh 3.2, Fh CTSL1 inh -1.5, proCasp3 act -1.8 and core dimer inh -7.0.
